# dFosB activator: activators of mouse delta FosB homodimer; hit rate 0.99% among 340,000; activation, % at 25 µM; P13346; AID 493131; purified delta FosB, TAMRA-CDK5 oligo fluorescence polarization; percent of positive-control signal above neutral wells;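 active means mean activation above about 17%, with every replicate also reaching it, limit read from the data, passing the limit was not always enough; inconclusive means only one of the two conditions met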;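 further: fluorescence polarization rise as delta FosB binds a TAMRA Cdk5 AP-1 oligo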
# RTF Ca sens inh: cardiac RTF calcium desensitization | hit rate 0.12% among 340,000 | inhibition, % at 7.15 µM | AID 493244 | P19429+P45379 | IANBD-labeled cardiac RTF, Ca2+ fluorescence;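 active means inhibition above the mean inhibition of all tested compounds plus 3 SD, cut at about 17% in these data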;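 further: assay run at fixed EC70 calcium of 1.6 mM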
# Rtt109 HAT inh: C. albicans Rtt109 histone acetyltransferase inhibition. Q5AAJ8. purified Rtt109/Vps75, ThioGlo CoA-SH fluorescence, 4 h. inhibition, % at 34.9 µM. hit rate 0.16% among 330,000. AID 540336;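 active means inhibition of at least 50% in every replicate; inconclusive means best replicate reaches 50% inhibition but some replicates fall short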
# Target sequence (Q5AAJ8 whole entry, looked up): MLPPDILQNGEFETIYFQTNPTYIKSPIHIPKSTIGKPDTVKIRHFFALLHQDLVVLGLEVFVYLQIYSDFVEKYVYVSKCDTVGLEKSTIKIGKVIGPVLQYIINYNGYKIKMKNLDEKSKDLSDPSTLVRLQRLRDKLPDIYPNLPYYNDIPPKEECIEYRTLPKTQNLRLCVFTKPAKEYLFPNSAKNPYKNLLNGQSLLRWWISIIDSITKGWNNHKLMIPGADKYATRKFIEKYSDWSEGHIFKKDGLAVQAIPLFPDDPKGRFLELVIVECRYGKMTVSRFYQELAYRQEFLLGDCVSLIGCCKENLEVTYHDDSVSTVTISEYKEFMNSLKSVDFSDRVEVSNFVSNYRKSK
# PvdQ inh: P. aeruginosa PvdQ acylase inhibition | purified PvdQ acylase, fluorescence plate reader | hit rate 0.063% among 340,000 | inhibition, % at 10 µM; in the data active means inhibition above about 30%, passing the limit was not always enough; inconclusive means no clear call, values can overlap the other calls;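 further: 0% = vehicle neutral wells and 100% = reference inhibitor wells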
# C-LANA FP: blocks KSHV LANA C-terminal domain binding to DNA; MBP-C-LANA/FAM-LBS DNA binding, fluorescence polarization; inhibition, % at 9 µM; hit rate 0.078% among 340,000; AID 504423;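 active means highest replicate inhibition at or above 60% at 9 µM, even if other replicates fall short; inactive means all replicates below 60% inhibition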;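 further: 0% = neutral control wells and 100% = 4 µM acridine orange control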
# SUMO Mot1 rescue: blocks SUMOylation pathway, rescuing yeast Mot1-301 growth. S. cerevisiae Mot1-301 growth rescue, ATP luminescence, 38.5C; percent above DMSO median, 100 means doubled. growth rescue, % at 18.8 µM. hit rate 1% among 320,000. AID 2716;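 active means every valid replicate shows activation above 250% relative to neutral control wells; inactive means the rest, any valid replicate at or below 250%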;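 further: OY570 slx delta 5 strain wells were the positive control but not used for scaling; some compounds called inactive have numbers as strong as hits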
# NSD2 inh: blocks human histone methyltransferase NSD2; O96028; hit rate 0.54% among 310,000; NSD2 peptide methylation, AlphaScreen, 120 min; AID 743445; inhibition, % at 12.5 µM; in the data active means inhibition above about 50%
# CDK5 p35 inh: CDK5/p35 (human) kinase inhibition | Recombinant CDK5/p35, ADP-Glo luminescence, 60 min | inhibition, % at 10 µM | hit rate 0.01% among 330,000 | AID 488839;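 active means highest replicate inhibition of at least 50% and at least 75% of replicates reaching 50%; inconclusive means only one of the two criteria met; inactive means both criteria failed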;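 further: plate controls were DMSO neutral control for no effect and GW8510 at 10 µM for full effect; many of its hits are not listed in these tables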
# Target sequence (Q00535 whole entry, looked up): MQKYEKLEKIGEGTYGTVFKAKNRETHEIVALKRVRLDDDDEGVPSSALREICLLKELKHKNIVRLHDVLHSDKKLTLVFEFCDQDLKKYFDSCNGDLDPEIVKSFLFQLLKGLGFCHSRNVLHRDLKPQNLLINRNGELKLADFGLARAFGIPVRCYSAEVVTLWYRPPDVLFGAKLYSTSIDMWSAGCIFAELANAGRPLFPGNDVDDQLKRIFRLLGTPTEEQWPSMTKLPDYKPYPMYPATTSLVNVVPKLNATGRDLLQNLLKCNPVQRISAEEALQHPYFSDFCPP
# Target sequence (Q15078 whole entry, looked up): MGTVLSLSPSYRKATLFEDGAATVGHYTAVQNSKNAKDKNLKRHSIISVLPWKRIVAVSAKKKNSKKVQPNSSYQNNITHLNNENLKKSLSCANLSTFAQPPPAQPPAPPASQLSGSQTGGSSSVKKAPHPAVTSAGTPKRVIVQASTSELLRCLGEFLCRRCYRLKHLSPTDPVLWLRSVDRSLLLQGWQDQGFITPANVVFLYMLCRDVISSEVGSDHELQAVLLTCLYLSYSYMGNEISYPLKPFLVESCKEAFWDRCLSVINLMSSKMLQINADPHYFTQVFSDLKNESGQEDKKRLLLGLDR
# RTF Ca sens act: increases calcium sensitivity of human cardiac regulated thin filaments; P19429+P45379; IANBD-labeled TnC RTF fluorescence at EC20 calcium; 0% EC20 calcium, 100% full calcium; activation, % at 7.2 µM; hit rate 0.24% among 340,000; AID 493008;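 active means activation above the mean over all tested compounds plus 3 SD, cut at about 30% in these data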;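 further: rise in fluorescence read as greater calcium sensitivity of cardiac thin filaments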
# PfHsp90 set2: reduces growth (ATP signal) of yeast expressing P. falciparum Hsp90; S. cerevisiae expressing PfHsp90, BacTiter-Glo ATP, 48 h; yeast lacking PDR1 and PDR3 efflux regulators; inhibition, % at 9.4 µM; hit rate 0.32% among 310,000; AID 504621;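 active means every replicate shows inhibition above about 80%, whatever the replicate mean, limit read from the data; inconclusive means mean inhibition reaches the set limit but some replicate falls short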;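 further: 0% = DMSO neutral controls and 100% = 20 µM radicicol positive controls; yeast relying on Plasmodium falciparum Hsp90 in place of its own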
# Keap1-Nrf2 PPI: disrupts human Keap1 binding to Nrf2 peptide. Keap1 Kelch-Nrf2 peptide fluorescence polarization, 1536-well. inhibition, % at 9.4 µM. hit rate 0.15% among 340,000; in the data active means inhibition above about 12%; inconclusive means no clear call, values can overlap the other calls; inactive means below about 7.3%;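 further: human Keap1 Kelch domain with fluorescein labeled Nrf2 9mer peptide probe; 0% = neutral control wells and 100% = peptide positive control; higher means more block of Keap1 binding to Nrf2 peptide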
# Active calls of the source: *; i = inactive; ? = inconclusive; . = not tested or not shown; + = active, no number.
SMILES,dFosB activator,RTF Ca sens inh,Rtt109 HAT inh,PvdQ inh,C-LANA FP,SUMO Mot1 rescue,NSD2 inh,CDK5 p35 inh,RTF Ca sens act,PfHsp90 set2,Keap1-Nrf2 PPI
O=C(O)CCN1C(=O)c2ccc(NC(=O)c3cccs3)cc2C1=O,1,-2,1,-12,-1.5,-3,2,-2.0,4,-1,-1
Cc1ncc(CN2CCCC(CCC(=O)NCc3ccc(F)c(F)c3)C2)s1 (stereo not given),-14,5,-4,-16,1.0,18,1,-3.6,3,39,-6
CC(Sc1nc(-c2ccco2)nc2c1c(=O)n(C)c(=O)n2C)C(=O)O (stereo not given),3,4,2,0,58,-2,2,-0.8,-5,3,2
C[C@@H]1COC(=O)[C@H](Cc2ccc(F)cc2)C/C=C\C[C@@H](CC(=O)N[C@H](CO)Cc2ccccc2)C(=O)N1,6,-1,0,1,1.4,-16,.,-1.0,-5,-3,-3
CCOc1ccccc1C(=O)NC(C(=O)N(C)c1c(N)n(Cc2ccccc2)c(=O)[nH]c1=O)C(C)C (stereo not given),-17,-15,-2,-3,2.4,.,18,-1.9,3,-15,-3
COc1ccc(Cl)cc1N1C(=O)C2CCCN2C1c1ccccc1F (stereo not given),-9,-5,-1,-9,0.1,15,.,-0.6,5,-16,0
O=C(Nc1nnc(SCc2ccc(F)cc2)s1)C1CC(=O)N(Cc2ccccc2)C1 (stereo not given),-10,9,-2,6,0.4,-2,-2,-0.3,1,3,0
COc1c(F)c(F)c(C(=O)Nc2ccccc2N2CCN(C(C)=O)CC2)c(F)c1F,-15,-5,7,-10,2.5,-6,2,-1.0,-1,0,-5
C=CCNc1nc(Nc2ccc([N+](=O)[O-])cc2)nc(N2CCCC2)n1,62*,-31,-7,-9,-0.1,17,2,-1.0,2,-48,-8
Cc1cc(Oc2nc3c(C)cccn3c(=O)c2/C=C(\C#N)S(=O)(=O)c2ccc(Cl)cc2)ccc1Cl,1,12,-2,?,-0.6,2,0,1.0,-3,8,0
COc1ccc(N(CC(=O)N/N=C/c2cccs2)S(=O)(=O)c2ccccc2)cc1,-7,-6,15,-13,-1.1,-16,0,0.4,-3,-8,-4
C/C(=C\c1ccco1)C1C(C#N)=C(N)Oc2n[nH]c(-c3ccc(C)cc3)c21 (stereo not given),-6,-1,-12,-6,-0.3,188,.,-1.6,3,-42,-1
CCN(CC)CCOC(=O)c1ccc(N=CC2=C(O)CC(C)(C)CC2=O)cc1,-14,-22,-4,0,-1.9,.,.,0.2,-1,-3,3
COc1cc(C(=O)N2CCCN(C)CC2)cc(OC)c1C,-6,-7,8,9,1.1,-7,4,-0.4,3,6,0
O=C1NC(c2ccncc2)C(C(=O)c2cccs2)C(O)(C(F)(F)F)N1 (stereo not given),-7,-3,7,-13,0.1,0,1,1.1,4,41,-3
CC1(c2nnc(-c3ccncc3)o2)CC(c2c(Cl)cccc2Cl)=NO1 (stereo not given),-3,-26,4,1,-1.4,-4,.,-0.8,-1,.,1
COc1ccc(NC2=C3CC(C)CC=C3N(c3ccc(OC)cc3)C2=O)cc1 (stereo not given),-4,-14,-1,-15,0.7,-11,-1,-1.6,-5,.,-5
CC(=O)Nc1nc(-c2ccc3c(c2)CCN3C(=O)C2CC2)c(C)s1,-10,-5,5,-1,0.7,15,0,1.0,-2,5,5
CCc1ccc(C(=O)NNC(=O)CN2C(=O)NC3(CCCC3)C2=O)cc1,6,1,1,-14,-1.1,-4,-2,-1.8,3,17,-3
Cc1ccc(S(=O)(=O)N(C)c2c(C)ccc(S(N)(=O)=O)c2C)cc1,-5,-1,1,-6,1.5,-8,1,0.3,2,-16,1
Cc1ccc(S(=O)(=O)N2CCC3(CC2)OCCN3S(=O)(=O)c2cccs2)cc1,-2,-4,3,-11,1.4,0,-1,1.6,-3,-16,-1
Cc1noc(C)c1C(=O)NC(C)C12CC3CC(CC(C3)C1)C2 (stereo not given),1,2,1,1,2.0,i,-1,-0.7,0,6,2
O=C(COC(=O)c1ccccn1)Nc1ccc2c(c1)OCCO2,-12,-3,12,-17,-0.3,-4,-2,-1.7,-2,14,2
COC(=O)c1cccc(NC(=O)c2cccnc2)c1,2,-2,-5,-1,1.2,+,.,-0.5,-2,.,2
CCCN(CC(=O)Nc1ccccc1OC)C(=O)Cn1[nH]c(=O)c2ccccc2c1=O,-7,0,-7,-11,1.3,2,-3,-5.6,9,-19,-5
COc1ccc(/C=N/Nc2nncn2N)cc1Br,0,-8,-16,-14,1.0,-5,14,1.0,2,-1,-6
COc1cc2c(C(=O)NCc3ccc4c(c3)OCO4)cn(C)c(=O)c2cc1OC,8,-1,-1,-2,0.4,14,-6,-0.1,-3,11,-2
CC(Sc1nnnn1C1CC1)C(=O)Nc1cccc(S(=O)(=O)N2CCOCC2)c1 (stereo not given),-2,-23,5,2,-2.1,.,0,2.2,-4,1,2
Cc1ccc(CNC(=O)C2CC=CCC2C(=O)O)cc1 (stereo not given),-2,-11,4,-4,0.7,470,1,-7.2,-3,11,-5
Cc1ccc(Cl)cc1N1CCN(C(c2ccc(C#N)cc2)c2nnnn2C2CCCC2)CC1 (stereo not given),-5,4,-4,-7,0.4,3,.,-0.4,2,-16,-1

# For convenience, two of the compounds above.
SMILES,dFosB activator,RTF Ca sens inh,Rtt109 HAT inh,PvdQ inh,C-LANA FP,SUMO Mot1 rescue,NSD2 inh,CDK5 p35 inh,RTF Ca sens act,PfHsp90 set2,Keap1-Nrf2 PPI
CC1(c2nnc(-c3ccncc3)o2)CC(c2c(Cl)cccc2Cl)=NO1 (stereo not given),-3,-26,4,1,-1.4,-4,.,-0.8,-1,.,1
COc1ccc(NC2=C3CC(C)CC=C3N(c3ccc(OC)cc3)C2=O)cc1 (stereo not given),-4,-14,-1,-15,0.7,-11,-1,-1.6,-5,.,-5

# The results go on.
SMILES,dFosB activator,RTF Ca sens inh,Rtt109 HAT inh,PvdQ inh,C-LANA FP,SUMO Mot1 rescue,NSD2 inh,CDK5 p35 inh,RTF Ca sens act,PfHsp90 set2,Keap1-Nrf2 PPI
CN(C(=O)COC(=O)/C=C/c1ccc(S(=O)(=O)N2CCc3ccccc32)cc1)C1CCS(=O)(=O)C1 (stereo not given),2,.,-4,-1,1.9,-11,-2,-1.5,.,14,2
C/C(=N\NC(=O)Cc1c(C)[nH][nH]c1=O)c1cccc(Br)c1,-8,-17,-9,-12,0.2,18,4,-0.1,-3,-66,-5
CCOc1cc2[nH]c(=S)n(Cc3ccc(C(=O)NCCOC)cc3)c(=O)c2cc1OCC,6,5,-3,-4,-0.1,-7,-1,2.6,-3,-12,-4
CC(C)(C)c1cc[n+](-c2nc([O-])sc2C=O)cc1,-5,6,.,-11,3.0,-4,-4,-0.3,-3,-8,8
COCCN(C(=S)Nc1ccc(C)cc1C)C(C)c1cccs1 (stereo not given),-5,-10,3,-15,1.2,4,.,0.6,0,-20,-2
Cc1ccc(S(=O)(=O)N2CCOCC2)cc1C(=O)NC1=NCCS1,-3,-10,4,-15,-2.0,4,0,0.5,-1,30,-2
CCOc1ccc(C(=O)NC(C(=O)NCc2ccccn2)C(C)C)cc1 (stereo not given),1,-1,12,-6,-0.4,-5,-2,0.8,3,33,-6
CCOc1ccc(S(=O)(=O)NCc2ccc(F)cc2)c2cccnc12,-10,3,16,7,0.4,155,24,-0.7,0,4,4
COc1ccccc1NC(=O)CSc1ncnc2c1oc1ccccc12,?,-4,-14,-12,-0.4,-1,-3,1.2,-4,2,-4
O=C(OCC(=O)N(C1CCCCC1)C1CCCCC1)c1cnccn1,-5,-4,3,-11,-1.2,-26,19,1.6,-2,-23,-1
COc1ccc(NC(C)=O)cc1S(=O)(=O)N1CCN(C/C=C/c2ccccc2)CC1,-7,-10,4,-1,0.5,.,1,-1.8,0,-17,-3
CC(C)=C1SC(N2CCN(c3cccc(C)c3)CC2)=NC1=O,-1,11,0,-3,0.8,19,0,-0.2,5,-1,-3
Cc1cccc(C)c1OCc1cc(C(=O)N(Cc2nccn2C)C(C)C)no1,-12,-3,5,-12,0.0,15,4,-2.3,1,19,-3
COc1ccc(S(=O)(=O)NCC(c2ccco2)N2CCc3ccccc3C2)cc1 (stereo not given),-11,-1,0,-16,0.1,-6,5,3.1,8,-6,-6
O=C(COC(=O)/C=C/c1ccc(S(=O)(=O)N2CCCCCC2)cc1)NCc1ccccc1Cl,-4,10,7,6,0.3,-1,1,-0.7,3,0,0
N#Cc1ccccc1OCC(=O)OCC(=O)N1CCCC1,-1,0,-3,-8,0.0,-5,-2,0.7,4,.,3
CO/C(N)=C(\C#N)N=Cc1ccccc1Cl,-1,-7,2,-2,1.5,412,-1,0.7,-4,11,2
O=C(Nc1ccccc1)Nc1ccc(Cl)c([N+](=O)[O-])c1,6,-3,-3,-7,-0.4,-15,-2,0.9,-7,1,2
OC1(c2cccs2)CN(c2ccc(Cl)cc2)C2=[N+]1CCCS2 (stereo not given),-1,11,-2,8,-0.8,.,1,1.1,0,.,-3
CCN1C(=O)NC2C1N(S(C)(=O)=O)CCN2S(C)(=O)=O (stereo not given),-2,-14,-3,-8,-0.8,.,6,0.3,-1,-27,-2
O=C(Cn1ccc(NC(=O)OCc2ccccc2)nc1=O)NCCN1CCOCC1,6,4,-2,15,2.7,1,.,-2.2,-4,.,2
CN(c1ccccc1)S(=O)(=O)c1cc(C(=O)OCC(N)=O)ccc1Cl,-12,1,.,-9,-1.5,-13,-1,-0.4,0,25,-6
COC(=O)[C@]1(Cc2ccccc2)N[C@H](CN(C)S(=O)(=O)c2ccc(C(C)(C)C)cc2)[C@@H]2C(=O)N(C)C(=O)[C@@H]21,-18,-1,14,-16,-1.5,-9,.,-1.6,0,-10,-5
Cc1ccc(N(Cc2ccccc2)C(=O)CN2C(=O)NC3(CCCC3)C2=O)cc1,0,-1,-13,-5,3.1,7,0,-1.4,0,-26,3
COc1ccccc1NC(=O)N1CCN(c2ccc3nncn3n2)CC1,-4,0,4,-2,-0.5,5,.,-2.3,-1,-18,-1
CC(C)C(=O)Nc1ccc(C(=O)NNC(=O)CCCOc2ccc(Cl)cc2Cl)cc1,6,-5,-1,-1,0.6,10,-4,-0.5,-1,3,0
CCCOc1ccccc1C(=O)N(Cc1ccc(C)o1)C1CCS(=O)(=O)C1 (stereo not given),2,2,2,-13,-0.7,4,1,0.0,0,-1,3
NC(=O)c1ccccc1NC(=O)CCCCCn1nnc2ccccc2c1=O,-5,-8,5,5,-1.1,10,0,0.7,-3,0,2
CC(=O)c1c(C(C)=O)c(C)n(Cc2ccc3c(c2)OCO3)c1C,2,-1,-6,-9,0.1,-9,2,-0.2,0,.,-2
CCCCc1ccc(NC(=S)N2CCCC2)cc1,-10,-6,8,-8,-0.3,33,0,-2.9,-1,-1,2
Cc1ccc2oc(=O)c(/C=C(\O)c3ccco3)nc2c1,0,2,6,-3,5.4,-10,-4,0.0,-5,-4,1

# Bioassay records deposited in PubChem by several laboratories.
